Screening results: PubChem BioAssay, National Center for Advancing Translational Sciences (NCATS)
Sm TGR inh – qHTS Assay for the Inhibitors of Schistosoma Mansoni Peroxiredoxins; purified TGR, DTNB reduction, TNB absorbance 405 nm; AID 485364, 2010; Potency, µM (top dose mostly 114 µM), for the others: at the highest dose activity change, negative = inhibition, hits mostly inhibitors; 360,000 tested, 3% active; Schistosoma mansoni thioredoxin glutathione reductase (TGR), Q962Y6; further: potency means the concentration at half of the fitted maximal effect; nearly all actives have a fitted effect of over 60% in size
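First, TGR (20 nM dispensed) and NADPH were mixed with compound. Second, a 15 min room-temperature incubation followed. Third, further NADPH and then DTNB were added to start the reaction. Finally, TNB absorbance was monitored kinetically.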
AMA1-RON2 inh – qHTS for Inhibitors of AMA1-RON; Towards Development of Antimalarial Drug Lead: Primary Screen; 360,000 tested, 0.2% active; Plasmodium falciparum AMA1 (3D7) - RON2 peptide interaction; Potency, µM (highest dose often 58.2 µM), inactives show at the top dose activity change, negative = inhibition, most hits filed as inhibitors; AlphaScreen AMA1-biotinylated RON2 peptide binding;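 further: potency means the concentration at half of the fitted maximal effect; 0% = vehicle wells and -100% = peptide control; nearly all actives have a fitted effect of over 45% in size; some results filed as inactive show a strong effect at the top dose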
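AMA1 (3D7) with his tag at 25 nM final met compounds first, then biotinylated RON2 peptide at 25 nM; detection used donor plus acceptor beads, 10 µg/mL apiece, read by AlphaScreen after 30 min at room temperature.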
AmpC inh detg – qHTS Inhibitors of AmpC Beta-Lactamase (assay with detergent); P00811; AmpC hydrolysis of nitrocefin, absorbance 480 nm, 0.01% Triton; Potency, µM (highest dose often 114 µM), without a hit: at the highest dose activity change, negative = inhibition, hits mostly inhibitors; 370,000 tested, 0.041% active;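 further: potency means the concentration at half of the fitted maximal effect; 0% = no-compound wells and -100% = no-enzyme wells; nearly all actives have a fitted effect of over 25% in size; some results filed as inactive show a strong effect at the top dose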
Target sequence (P00811 whole entry, looked up): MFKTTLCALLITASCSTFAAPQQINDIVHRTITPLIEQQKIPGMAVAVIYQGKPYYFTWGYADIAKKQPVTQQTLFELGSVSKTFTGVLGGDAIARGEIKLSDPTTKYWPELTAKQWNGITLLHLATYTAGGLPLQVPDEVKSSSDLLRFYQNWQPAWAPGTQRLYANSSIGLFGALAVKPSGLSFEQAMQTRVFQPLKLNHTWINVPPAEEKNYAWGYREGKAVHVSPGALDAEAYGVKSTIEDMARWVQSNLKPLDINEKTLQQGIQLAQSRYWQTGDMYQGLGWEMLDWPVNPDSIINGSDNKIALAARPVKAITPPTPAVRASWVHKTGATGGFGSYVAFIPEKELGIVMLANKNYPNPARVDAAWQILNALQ
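AmpC (5.3 nM in the dispensed reagent) in 20 mM phosphate pH 7.0 with 0.01% (detergent screen) or 0.0001% Triton X-100 was preincubated with compounds for 15 min at room temperature. Nitrocefin was then added from an 800 uM solution, and hydrolysis was followed at 480 nm.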
Tb PYK inh – qHTS of Trypanosoma Brucei Inhibitors | pyruvate kinase (Trypanosoma brucei), Q57TT1 | AID 624173, 2012 | TbPYK enzyme, Kinase-Glo Plus ATP luminescence, 45 min | 410,000 tested, 0.12% active | Potency, µM (titrated, usually from 76.8 µM), for the others: at the top dose activity, negative = inhibition, most hits filed as inhibitors; further: potency means the concentration at half of the fitted maximal effect; nearly all actives have a fitted effect of over 50% in size
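T. brucei PYK with substrate was exposed to pin-transferred compounds across a concentration series, then started with 130 uM ADP (final). After 45 min at room temperature, Kinase-Glo Plus luminescence was read, normalized and curve-fitted.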
LmPK inh – qHTS Assay for Inhibitors of Leishmania Mexicana Pyruvate Kinase (LmPK). Q27686. Potency, µM (highest dose often 57.5 µM), for the others: at the highest dose activity change, negative = inhibition, hits mostly inhibitors. 290,000 tested, 0.37% active. purified LmPK, Kinase-Glo ATP luminescence, 1 h; further: potency means the concentration at half of the fitted maximal effect
Target sequence (Q27686 whole entry, looked up): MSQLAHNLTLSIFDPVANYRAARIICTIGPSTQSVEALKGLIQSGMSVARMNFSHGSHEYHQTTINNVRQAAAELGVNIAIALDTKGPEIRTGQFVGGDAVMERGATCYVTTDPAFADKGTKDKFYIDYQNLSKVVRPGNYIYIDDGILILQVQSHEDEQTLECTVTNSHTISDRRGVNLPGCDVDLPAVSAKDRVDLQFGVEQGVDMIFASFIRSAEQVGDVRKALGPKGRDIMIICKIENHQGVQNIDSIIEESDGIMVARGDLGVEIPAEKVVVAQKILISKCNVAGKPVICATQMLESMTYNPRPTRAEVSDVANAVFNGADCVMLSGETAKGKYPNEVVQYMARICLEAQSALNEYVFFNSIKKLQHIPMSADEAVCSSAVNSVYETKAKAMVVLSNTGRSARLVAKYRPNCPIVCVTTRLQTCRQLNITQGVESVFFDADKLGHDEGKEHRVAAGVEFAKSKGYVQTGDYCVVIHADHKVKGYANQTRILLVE
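In 50 mM imidazole pH 7.2 with 7 mM MgCl2, LmPK (0.1 nM) turned over PEP (0.5 mM) and ADP (0.1 mM) for 1 h at room temperature. Luciferase read-out of ATP.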
HCMV antiviral – qHTS Assay for inhibitors of the human cytomegalovirus (HCMV); HFF cells, HCMV-luciferase reporter, 72 h; hits give low values; AID 1259415, 2018; 410,000 tested, 4.5% active; activity change, negative = inhibition, % at 57.5 µM; in the data active means activity change below about -60%; inconclusive means no clear call, values can overlap the other calls; inactive means above about -39%
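Compounds were evaluated in HFFs infected with an HCMV luciferase reporter virus (MOI 1 PFU/cell). Luciferase in lysates collected 72 h post infection served as the replication measure.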
AmpC no deterg – qHTS Inhibitors of AmpC Beta-Lactamase (assay without detergent). Potency, µM (highest dose often 57.1 µM), inactives show at the highest dose activity change, negative = inhibition, usual class: inhibitors. P00811. AID 485341, 2010. AmpC nitrocefin hydrolysis, absorbance 480 nm, 0.0001% Triton. 330,000 tested, 0.52% active;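 further: potency means the concentration at half of the fitted maximal effect; plate controls were no compound for no effect and no enzyme for full effect; nearly all actives have a fitted effect of over 20% in size; some results filed as inactive show a strong effect at the top dose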
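20 mM phosphate pH 7.0 + 0.01% (detergent screen) or 0.0001% Triton X-100; 5.3 nM AmpC reagent; cpd preinc 15 min RT; nitrocefin (800 uM stock) to start; A480 q20 s × 4 min; Activity was normalised to no-enzyme and no-compound control wells.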
Starred values were filed as active, the others as inactive; ? = inconclusive; nt = no result given; & = joins results of further samples; [ ] = remark or other dose. Unless noted, the call rests on the fitted dose curve; in most records, active means well fitted curve in the direction sought with a large enough effect; inconclusive means small, poorly fitted or top-dose-only effect, or another doubt; inactive means no such curve, though single readings can be large; an effect the other way counts as inactive or inconclusive. Unless noted, on the % scale 0 is the no-effect control and ±100 the full control effect.

entry	structure	Sm TGR inh	AMA1-RON2 inh	AmpC inh detg	Tb PYK inh	LmPK inh	HCMV antiviral	AmpC no deterg
1	CC(=O)Nc1nonc1-c1nnc(SCC(=O)Nc2cc(C)cc(C)c2)n1C	-1%	nt	14%	-3%	nt	2	nt
2	Cc1ccc(NC(=O)CC2COc3ccccc3O2)cc1 (stereo not given)	15%	-17%	4%	2%	-3%	-17	-23%
3	CS(=O)(=O)Nc1ccc(C(=O)Nc2ccccc2Sc2ccccc2)cc1	-11%	5%	-6%	0%	-3%	-6	-22%
4	O=C(OCC(=O)N1CCCCC1)c1cccc(NS(=O)(=O)c2ccccc2)c1	-3%	6%	-14%	3%	nt	-19	-21%
5	C=CCn1c(C)nc2c(cnn2-c2ccccc2)c1=O	11%	5%	-7%	-3%	-2%	9	-3%
6	COc1ccc(Br)cc1S(=O)(=O)NCc1ccccn1	-6%	87%[activator]	?	3%	-1%	7	-5%
7	COCCCNc1ncnc2c1[nH]c1ccccc12	6%	nt	-1%	nt	-5%	nt	-7%
8	CCc1ccc(C(=O)N2CCCN(C)CC2)s1	-12%	5%	-9%	-9%	-1%	-17	-7%
9	O=C(CCS(=O)(=O)c1cccs1)Nc1ccc(C(=O)NCc2cccs2)cc1	-1%	28%	-6%	10%	1%	72	-47%
10	COc1ccc(CNc2oc(/C=C/c3cccc(OC)c3)nc2C#N)cc1	-2%	nt	25%	0%	nt	38	nt
11	Cc1ccc(CNC(=O)Cn2ccc3cc(S(=O)(=O)N4CCCCCC4)ccc32)cc1	-22%	11%	3%	0%	0%	74	-12%
12	CCS(=O)(=O)N1CCCC(C(=O)N2CCC3(CC2)OCCO3)C1 (stereo not given)	-1%	2%	0%	-4%	-7%	26	-3%
13	c1cc(N2CCCC2)ccc1C(c1nnnn1C1CCCCC1)N1CCOCC1 (stereo not given)	?	-3%	?	-6%	0%	-3	107%[activator]
14	CCN(CC)C(=O)c1ccc(NC(=O)c2cccc(S(=O)(=O)N3CCN(C)CC3)c2)cc1	5%	-10%	1%	-2%	-2%	20	113%[activator]
15	Cc1ccc(SC(C)C(=O)Nc2c(C)n(C)n(-c3ccccc3)c2=O)cc1 (stereo not given)	3%	3%	3%	-6%	8%	-33	-7%
16	CCn1nc(C)cc1C(=O)N1CCCC(N2CCN(Cc3ccc4c(c3)OCO4)CC2)C1 (stereo not given)	-2%	-5%	-8%	-2%	7%	?	-2%
17	CC1=C(C(=O)OC(C)C)C(c2cccc(F)c2)n2ncnc2N1 (stereo not given)	0%	-1%	?	1%	0%	21	1%
18	COc1cccc(C(=O)NCC(=O)OCC(=O)C(C)(C)C)c1	-1%	-4%	-5%	-6%	-2%	16	-12%
19	CCNC(=S)N(CCc1ccc(S(N)(=O)=O)cc1)C1CC(=O)N(c2ccccc2)C1=O (stereo not given)	0%	-24%	-3%	-6%	0%	?	-17%
20	COc1ccc2oc(C(=O)OCC(=O)N(CCC#N)c3ccccc3)c(C)c2c1	-10%	-8%	2%	6%	-7%	4	70%[activator]
21	C=CCNC(=O)c1ccccc1SCc1c(C)noc1C	-3%	-10%	-3%	-2%	-7%	16	-11%
22	COC(=O)c1c(-c2cccs2)csc1NC(=O)CSc1ncnc2sc(C)c(C)c12	10%	-8%	-2%	-7%	4%	-38	-10%
23	Cc1nn(-c2ccccc2)c(C)c1C(=O)Nc1nnc(-c2ccco2)o1	-4%	39%[activator]	2%	6%	-11%	-14	-11%
24	CCOc1ccccc1C(=O)Nc1ccc(S(=O)(=O)Nc2nccc(C)n2)cc1	32µM*	-10%	-23%	2%	-6%	40	-21%
25	Cc1ccc2c(c1N)C(=O)c1ccccc1C2=O	-11%	?	-4%	-8%	nt	191	-10%
26	CC1=NN(C(N)=S)C(=O)C1N=Nc1ccc(Cl)cc1 (stereo not given)	-15%	40%[activator]	-14%	-2%	-6%	57	-36%
27	Cc1ccc(/C=C2\SC(=S)N(CCC(=O)Nc3cccnc3)C2=O)cc1	-21%	-1%	-7%	5%	8%	-36	-18%
28	COc1ccccc1C(=O)NC(=O)COc1cc(Cl)ccc1Cl	1%	-22%	?	5%	nt	14	-21%
29	Cc1cc(C(F)(F)F)c(C#N)c(SCC(=O)Nc2nc3ccccc3s2)n1	-3%	-3%	9%	-2%	-5%	-60*	-2%
30	Cc1ccc(-c2csc3nc(SCC(N)=O)n(Cc4ccccc4)c(=O)c23)cc1	-4%	2%	?	-9%	-2%	-28	-43%
31	CCOc1ccc2nc(NC(=O)CSc3nc(SC)ns3)sc2c1	6%	6%	-13%	5%	0%	31	?
32	CC(C)[C@H](NS(=O)(=O)c1ccc(Cl)cc1)C(=O)OCC(=O)c1c(N)n(C)c(=O)n(C)c1=O	-8%	7%	-6%	-8%	nt	0	29%
33	Oc1ccc(Cl)cc1C1=Nc2ccccc2N=C(c2cccc(Br)c2)C1	-2%	nt	0%	6%	nt	55	nt
34	CCN1C(=O)[C@@H]2[C@@H](c3ccc(-c4ccc5c(c4)OCO5)c(OC)c3)N3CCCC[C@@]3(C(=O)OC)[C@@H]2C1=O	-16%	-6%	-7%	1%	nt	-12	9%
35	O=C(CCC(=O)N1CCCC(Nc2ccccc2)C1)c1ccc(F)cc1 (stereo not given)	42%[activator]	-3%	-6%	-4%	3%	-22	44%
36	CC(=O)N1CCOc2ccc(S(=O)(=O)N3CCC(C(=O)Nc4cc(C)cc(C)c4)CC3)cc21	-9%	-10%	-1%	-1%	-2%	-40	76%[activator]
37	CCOC(=O)N1CCN(C(=O)C(=O)c2cn(CC(=O)N3CCCCCC3)c3ccccc23)CC1	-11%	-20%	1%	-6%	-1%	-36	128%[activator]
38	CCN(CC)c1ccc(NC(=O)CCS(=O)(=O)c2cccc3nsnc23)c(C)c1	?	?	3%&-6%	-2%&-1%	1%	-27&-19	-21%
39	O=C1NC(=O)C(Cc2cccs2)C(=O)N1	40µM*	4%	?	?	-2%	23	-41%
40	CC(=O)c1sc(N/N=C/c2cccc(O)c2)nc1C	-18%	28%	2%	-3%	0%	173	-30%
41	CCCN1CCC(=O)N([C@H](CSc2ccc(OC)cc2)c2ccccc2)CC1	22µM*	-3%	-1%	-2%	-2%	-16	110%[activator]
42	CC(CNC(=O)c1cccc(Br)c1)n1cncn1 (stereo not given)	-24%	-9%	-14%	3%	1%	115	-8%
43	CCOC(=O)c1cc(S(=O)(=O)Nc2ccc(OC(F)(F)F)cc2)[nH]n1	2%	nt	0%	-8%	nt	24	nt
44	O=C(CC1NC(=O)NC1=O)Nc1ccc(Cl)cc1 (stereo not given)	5%	13%	-13%	nt	0%	19	-13%
45	O=C(COC(=O)c1cccc(O)c1)NC(=O)Cc1ccccc1	2%	13%	2%	-1%	-5%	nt	-29%
46	O=C(ONC(=O)C1CCCCC1C(=O)NOC(=O)c1ccccc1)c1ccccc1 (stereo not given)	nt	-2%	nt	-7%	nt	-20	nt
47	Nc1ccc(S(=O)(=O)C(F)(F)F)cc1N	-8%	2%	?	3%	3%	36	-28%
48	CCCCn1c(N)c(N(CCC(C)C)C(=O)C2CC(=O)N(c3ccccc3OCC)C2)c(=O)[nH]c1=O (stereo not given)	0%	-11%	3%	-8%	1%	39	42%
49	COc1ccc(N/C=C2\C(=O)c3c(sc(C)c3C)N(C)S2(=O)=O)cc1	11%	-13%	-7%	9%	-2%	-1	-10%
50	CC1=C2[C@H]3OC(=O)[C@@H](C)[C@@H]3CC[C@@]2(C)C=CC1=O	-2%	8%	-9%	-5%	nt	6	-22%
51	COc1cccc(/C=N/Nc2ncnc3scc(-c4ccccc4)c23)c1O	-8%	23%	-13%	-19%	2%	-100*	146%[activator]
52	Cc1cccc(NC(=O)c2ccccc2NC(=O)c2ccccc2)n1	13%	-4%	3%	6%	-2%	29	-3%
53	CCc1nnc(SCC(=O)Nc2ccccc2Cl)nc1CC	-1%&0%	-3%	1%&7%	4%&4%	7%	9&1	-16%
54	CC(C)N(CC(O)c1cccc([N+](=O)[O-])c1)C(C)C (stereo not given)	-13%	5%	?	2%	-8%	27	-16%
55	CC(C)c1ccc(NC(=O)CN2C(=O)CN=C(c3ccccc3)c3ccccc32)cc1	1%	nt	?	3%	nt	-21	nt
56	Cc1cccc(C(=O)N(C)c2nnc(-c3ccncc3)s2)c1	nt	0%	nt	5%	nt	18	nt

Record cards, as listed above.
Entry for COc1cccc(/C=N/Nc2ncnc3scc(-c4ccccc4)c23)c1O → Sm TGR inh = -8%; AMA1-RON2 inh = 23%; AmpC inh detg = -13%; Tb PYK inh = -19%; LmPK inh = 2%; HCMV antiviral = -100*; AmpC no deterg = 146%[activator]
Entry for CC1=C2[C@H]3OC(=O)[C@@H](C)[C@@H]3CC[C@@]2(C)C=CC1=O → Sm TGR inh = -2%; AMA1-RON2 inh = 8%; AmpC inh detg = -9%; Tb PYK inh = -5%; LmPK inh = nt; HCMV antiviral = 6; AmpC no deterg = -22%

Continued:
entry	structure	Sm TGR inh	AMA1-RON2 inh	AmpC inh detg	Tb PYK inh	LmPK inh	HCMV antiviral	AmpC no deterg
57	CC(C)(C)NC(=S)/N=C(\N)N[N+](=O)[O-]	-2%	48%[activator]	-13%	4%	4%	-6	-21%
58	O=C(Cn1cccc1)NC1CCCCCC1	-11%	1%	-2%	-10%	-1%	-20	0%
59	CN(C1CCCCC1)S(=O)(=O)c1cccc(C(=O)Nc2ccccn2)c1	1%	-4%	-6%	-6%	nt	2	-13%
60	COc1ccc2c(=O)cc(-c3ccncc3)oc2c1OC	nt	1%	nt	-2%	nt	-38	nt
61	CCOC(=O)C(NCc1ccc2c(c1)OCO2)(NC(=O)c1ccccc1)C(F)(F)F (stereo not given)	0%	43%[activator]	-2%	1%	-3%	-61*	-6%
62	CC1(C)CCCC2=C1CC1C(=O)N(Cc3cccnc3)C(=O)C1C2 (stereo not given)	4%	-4%	?	0%	4%	2	13%
